Screening results: PubChem BioAssay, National Center for Advancing Translational Sciences (NCATS)
AmpC detergent – inhibitors of E. coli AmpC beta-lactamase with detergent. AmpC hydrolysis of nitrocefin, absorbance 480 nm, 0.01% Triton. P00811. 370,000 compounds, 0.041% hits. Potency, µM (doses to about 114 µM), without a hit: at the highest dose activity change, negative = inhibition, actives largely listed as inhibitors;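 further: potency means the concentration at half of the fitted maximal effect; 0% = no-compound wells and -100% = no-enzyme wells; nearly all actives have a fitted effect of over 25% in size; some results filed as inactive show a strong effect at the top dose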
Target sequence (P00811 whole entry, looked up): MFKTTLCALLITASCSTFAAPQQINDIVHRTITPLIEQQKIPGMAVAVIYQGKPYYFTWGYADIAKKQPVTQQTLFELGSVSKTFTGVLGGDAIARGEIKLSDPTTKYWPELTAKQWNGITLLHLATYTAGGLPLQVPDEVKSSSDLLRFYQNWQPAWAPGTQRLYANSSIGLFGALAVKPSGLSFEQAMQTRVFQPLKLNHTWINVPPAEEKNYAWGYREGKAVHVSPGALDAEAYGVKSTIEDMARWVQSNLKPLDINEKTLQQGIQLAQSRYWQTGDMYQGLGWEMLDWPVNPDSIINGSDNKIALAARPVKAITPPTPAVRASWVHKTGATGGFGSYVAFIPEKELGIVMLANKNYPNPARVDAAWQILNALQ
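20 mM phosphate pH 7.0 + 0.01% (detergent screen) or 0.0001% Triton X-100; 5.3 nM AmpC reagent; cpd preinc 15 min RT; nitrocefin (800 uM stock) to start; A480 q20 s × 4 min; Activity was normalised to no-enzyme and no-compound control wells.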
Sm TGR block – inhibitors of Schistosoma mansoni thioredoxin glutathione reductase; purified TGR, DTNB reduction, TNB absorbance 405 nm; AID 485364; 360,000 compounds, 3% hits; Potency, µM (series often up to 114 µM), for the others: top-dose activity change, negative = inhibition, hits mostly inhibitors; further: potency means the concentration at half of the fitted maximal effect; nearly all actives have a fitted effect of over 60% in size
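Kinetic colorimetric format: TGR-catalysed, NADPH-driven DTNB reduction monitored via TNB absorbance. Enzyme dispensed at 20 nM; compound exposure 15 min at room temperature before reaction start.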
AMA1-RON2 inh – AMA1-RON2 (P. falciparum) interaction inhibition; AlphaScreen AMA1-biotinylated RON2 peptide binding; Potency, µM (top dose mostly 58.2 µM), for the others: at the highest dose activity change, negative = inhibition, hits mostly inhibitors; 360,000 compounds, 0.2% hits; AID 720542;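 further: potency means the concentration at half of the fitted maximal effect; 0% = vehicle wells and -100% = peptide control; nearly all actives have a fitted effect of over 45% in size; some results filed as inactive show a strong effect at the top dose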
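AMA1 (3D7) with his tag at 25 nM final met compounds first, then biotinylated RON2 peptide at 25 nM; detection used donor plus acceptor beads, 10 µg/mL apiece, read by AlphaScreen after 30 min at room temperature.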
HCMV inh – inhibitors of human cytomegalovirus; HFF cells, HCMV-luciferase reporter, 72 h; active compounds read low; activity change, negative = inhibition, % at 57.5 µM; 410,000 compounds, 4.5% hits; in the data active means activity change below about -60%; inconclusive means no clear call, values can overlap the other calls; inactive means above about -39%
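Inhibition of viral replication was scored as loss of reporter luminescence in HFFs infected with HCMV-luciferase (MOI 1 PFU/cell) for 72 h; compounds tested at 2 doses, normalized to buffer and Salinomycin controls.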
Tb PYK inh – T. brucei pyruvate kinase inhibition; Q57TT1; TbPYK enzyme, Kinase-Glo Plus ATP luminescence, 45 min; Potency, µM (titrated, usually from 76.8 µM), without a hit: at the top dose activity, negative = inhibition, actives largely listed as inhibitors; 410,000 compounds, 0.12% hits; AID 624173; further: potency means the concentration at half of the fitted maximal effect; nearly all actives have a fitted effect of over 50% in size
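Screened from lowest to highest concentration, compounds were pinned into TbPYK/substrate mixtures, and ADP (130 uM final) was added. Plates sat at room temperature for 45 min prior to Kinase-Glo Plus detection by luminescence.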
AmpC no deterg – AmpC beta-lactamase inhibition without detergent; P00811; AmpC nitrocefin hydrolysis, absorbance 480 nm, 0.0001% Triton; Potency, µM (highest dose often 57.1 µM), without a hit: at the highest dose activity change, negative = inhibition, most hits filed as inhibitors; 330,000 compounds, 0.52% hits; AID 485341;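 further: potency means the concentration at half of the fitted maximal effect; plate controls were no compound for no effect and no enzyme for full effect; nearly all actives have a fitted effect of over 20% in size; some results filed as inactive show a strong effect at the top dose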
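AmpC (5.3 nM in the dispensed reagent) in 20 mM phosphate pH 7.0 with 0.01% (detergent screen) or 0.0001% Triton X-100 was preincubated with compounds for 15 min at room temperature. Nitrocefin was then added from an 800 uM solution, and hydrolysis was followed at 480 nm.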
LmPK inh – inhibitors of Leishmania mexicana pyruvate kinase; Q27686; purified LmPK, Kinase-Glo ATP luminescence, 1 h; Potency, µM (top dose mostly 57.5 µM), for inactives: at the top dose activity change, negative = inhibition, actives largely listed as inhibitors; 290,000 compounds, 0.37% hits; AID 1721; further: potency means the concentration at half of the fitted maximal effect
Target sequence (Q27686 whole entry, looked up): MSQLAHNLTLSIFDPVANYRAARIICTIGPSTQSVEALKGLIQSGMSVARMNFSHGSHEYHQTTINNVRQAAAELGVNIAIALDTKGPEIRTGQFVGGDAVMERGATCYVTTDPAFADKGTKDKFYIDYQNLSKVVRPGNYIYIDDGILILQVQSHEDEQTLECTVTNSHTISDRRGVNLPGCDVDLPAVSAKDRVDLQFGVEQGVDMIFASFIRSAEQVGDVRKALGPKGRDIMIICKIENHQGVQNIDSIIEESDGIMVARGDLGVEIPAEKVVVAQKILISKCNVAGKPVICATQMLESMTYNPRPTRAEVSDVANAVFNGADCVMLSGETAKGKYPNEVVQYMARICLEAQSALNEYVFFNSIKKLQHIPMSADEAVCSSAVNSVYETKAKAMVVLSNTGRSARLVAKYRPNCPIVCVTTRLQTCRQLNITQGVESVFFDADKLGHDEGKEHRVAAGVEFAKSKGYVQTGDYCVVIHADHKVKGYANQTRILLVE
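0.1 nM LmPK, 0.5 mM PEP, 0.1 mM ADP; 50 mM imidazole pH 7.2, 7 mM MgCl2, 50 mM KCl; 1 h RT. Kinase-Glo luminescence readout, normalized to no-enzyme (full inhibition) and uninhibited wells.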
Numbers without * were called inactive; ? = inconclusive; nt = no result given; & = joins results of further samples; [ ] = dose if it differs, or a comment. Unless noted, the call rests on the fitted dose curve; in most records, active means well fitted curve in the direction sought with a large enough effect; inconclusive means small, poorly fitted or top-dose-only effect, or another doubt; inactive means no such curve, though single readings can be large; an effect the other way counts as inactive or inconclusive. Unless noted, on the % scale 0 is the no-effect control and ±100 the full control effect. Compounds as they come; 7.4% or so of the library scored in one or more.

Structure	AmpC detergent	Sm TGR block	AMA1-RON2 inh	HCMV inh	Tb PYK inh	AmpC no deterg	LmPK inh
O=C(COc1ccccc1)Nc1ccc(S(=O)(=O)N2CCCC2)cc1	?	-4%	-4%	-38	-10%	-37%	17%
COC(=O)C12CCC(C)(c3nc4ccccc4nc31)C2(C)C (stereo not drawn)	-2%	nt	-5%	-30	1%	7%	5%
CCCc1nc2oc3c(NCC4CCCO4)ncnc3c2c2c1COC(C)(C)C2 (stereo not drawn)	-1%	10%	-8%	-13	-8%	-4%	1%
N=c1n(CCN2CCCCC2)c2ccccc2n1CC(O)c1ccc(Cl)c(Cl)c1 (stereo not drawn)	4%	-13%	-6%	-97*	1%	44%	7%
O=S1(=O)CCOC[C@H](CC2CCCCC2)N1Cc1cccc(Cl)c1	-5%	15%	6%	-9	4%	41%	-1%
Cc1ccc(S(=O)(=O)CCC(=O)OCC(=O)N2CCN(S(=O)(=O)c3ccc(Cl)cc3)CC2)cc1	-1%	0%	-9%	?	-4%	122%[activator]	-1%
CN(C(=O)C1=CC(c2ccc3c(c2)OCO3)=NS(=O)(=O)N1C)c1ccccc1	21%	-24%	nt	24	-2%	nt	nt
CC1CCC(NC(=O)C2c3ccccc3C(=O)N2CCCN2CCOCC2)CC1 (stereo not drawn)	-10%	-24%	-4%	-3	6%	2%	-4%
CC(C)(C)C(=O)Nc1ccc(Oc2ccc3c(c2)C(=O)N(c2ccc(O)cc2)C3=O)cc1	1%	2%	2%	-20	-3%	-1%	8%
CCOCC(=O)Nc1cc(Cl)ccc1C	-2%	53%[activator]	3%	-32	-2%	-21%	6%
O=C(CN1C(=O)C2CC=CCC2C1=O)Nc1ccc(-c2nnc3n2CCCCC3)cc1 (stereo not drawn)	0%	-1%	5%	43	3%	-2%	-2%
COCCCn1c(C)cc(C(=O)COC(=O)CCc2nc3ccccc3c(=O)[nH]2)c1C	3%	-1%	12%	-29	-1%	39%	-14%
O=C(/C=C/c1cn(CC(O)CN2CCOCC2)c2ccccc12)c1cccs1 (stereo not drawn)	-13%	-28%	nt	nt	nt	143%[activator]	3%
O=C(c1ccco1)N1CCN(S(=O)(=O)c2ccc(Cl)s2)CC1	0%	-17%	-4%	-13	-13%	-11%	4%
O=C(CSc1ncccn1)NCc1ccccc1	3%	-5%	-2%	130	-1%	?	-1%
COc1ccc(/C=C2/SC(=O)N(CC(=O)NCCC(C)C)C2=O)cc1OC	-16%	-10%	2%	0	-6%	-16%	1%
COc1cc(C(=O)Nc2cc(C)ccn2)cc(OC)c1OC	?	-16%	-1%	20	-16%	-14%	-4%
CC1(C)CC(=O)C2=C(C1)Oc1ncn(CCCn3ccnc3)c(=N)c1C2c1ccccc1 (stereo not drawn)	-4%	0%	-23%	7	2%	41%	-3%
C[C@H](CO)N1C[C@H](C)[C@@H](CN(C)S(=O)(=O)c2ccc(Oc3ccccc3)cc2)OCc2cn(nn2)CCCC1=O	nt	nt	3%	16	4%	nt	nt
COc1ccc(Cl)cc1NS(=O)(=O)c1cc(-c2cc(C)no2)ccc1C	6%	5%	nt	0	-4%[15.4 µM]	nt	nt

Continued (two carried over from the part before).
Structure	AmpC detergent	Sm TGR block	AMA1-RON2 inh	HCMV inh	Tb PYK inh	AmpC no deterg	LmPK inh
C[C@H](CO)N1C[C@H](C)[C@@H](CN(C)S(=O)(=O)c2ccc(Oc3ccccc3)cc2)OCc2cn(nn2)CCCC1=O	nt	nt	3%	16	4%	nt	nt
COc1ccc(Cl)cc1NS(=O)(=O)c1cc(-c2cc(C)no2)ccc1C	6%	5%	nt	0	-4%[15.4 µM]	nt	nt
Cc1nn(-c2ccccc2)c2c1C(c1cccnc1)N1C=C(S(=O)(=O)N3CCCCC3)C=CC1=N2 (stereo not drawn)	-13%	0%	-8%	28	0%	135%[activator]	1%
Cc1cc(C)n(CCc2nc3c4ccccc4nc(N4CCN(c5ccccc5)CC4)n3n2)n1	5%	0%	nt	4	-1%	nt	nt
CC1CN(C(=O)CCNC(=O)c2ccc(Br)cc2)CC(C)O1 (stereo not drawn)	0%	-11%	10%	-5	0%	-5%	nt
CCc1ccc(NC(=O)c2cccc(N3CCCS3(=O)=O)c2)cc1	1%	5%	nt	14	-3%	nt	nt
CCOc1ccc(CCNC(=O)Cn2ncn3nc(-c4ccc(OC)cc4)cc3c2=O)cc1	-7%	-14%	14%	47	-3%	-14%	1%
Cc1ccc(NC(=S)N(CCN2CCOCC2)Cc2ccccc2F)cc1	-1%	-3%	-13%	37	2%	32%	-13%
O=C1c2ccc3c4c(ccc(c24)C(=O)N1c1cccc(O)c1)C(=O)N(c1cccc(O)c1)C3=O	-7%	-11%	-3%	-88*	-3%	-19%	8%
CC1(C)OC(=O)C2=C(C[C@@H](CCc3ccccc3)O[C@H]2CCc2cccc(Cl)c2)O1	nt	nt	5%	-26	1%	nt	nt
COc1ccc(/C=C2\CCc3ccccc3C2=O)c(OC)c1OC	-10%	-3%	-1%	-33	2%	9%	-2%
CCOc1ccc(CNC(=O)Cn2nc(C)n3cccc3c2=O)cc1	24%	7%	nt	15	6%	nt	nt
CCC(=O)Oc1ccc(-c2nc3ccccc3c(=O)o2)cc1	15%	9%	nt	15	-8%	nt	nt
CC(CC(=O)Nc1ccc2c(c1)c(=O)n(C)n2-c1ccccc1F)c1ccccc1 (stereo not drawn)	nt	nt	4%	-22	-2%	nt	nt
O=C(Nc1cccnc1Cl)c1ccc(Cl)c([N+](=O)[O-])c1	-13%	2%	-1%	-29	-2%	-25%	1%
CCOC(=O)c1ccc(COC(=O)CCc2nc(-c3ccccc3)c(-c3ccccc3)o2)cc1	?	2%	19%	21	-1%	0%	3%
OC(c1ccc(Cl)cc1Cl)C(Cc1cccnc1)n1cncn1 (stereo not drawn)	-5%	-13%	-4%	-14	-4%	0%	2%
CC1CCCCN1N=Nc1nc2c([nH]1)c(=O)n(C)c(=O)n2C (stereo not drawn)	nt	nt	51%[activator]	1	-13%	nt	nt
COc1ccccc1-c1cc2nc(-c3ccccc3)cc(N3CCN(C(=O)c4ccoc4)CC3)n2n1	nt	nt	19%	-103*	3%	nt	nt
CN(C)C(CNC(=O)c1oc2ccccc2c1CSc1ncn[nH]1)c1ccco1 (stereo not drawn)	0%	-31%	9%	?	6%	-4%	2%
Cc1cc(C(F)(F)F)nn1-c1nc(-c2ccccc2)cc(C(F)(F)F)n1	14%	8%	nt	-7	3%	nt	nt
CCC1CCC/C1=N\NC(=O)c1ccoc1C (stereo not drawn)	-1%	-6%	9%	49	3%	-12%	-11%

The list goes on.
Structure	AmpC detergent	Sm TGR block	AMA1-RON2 inh	HCMV inh	Tb PYK inh	AmpC no deterg	LmPK inh
CC1CCN(CC(=O)NNC(=O)c2cccc(Br)c2)CC1	-4%	4%	43%[activator]	-38	0%	-2%	-6%
CCOC(=O)c1c(NC(=O)C2CCCN(S(=O)(=O)c3ccc(C)cc3)C2)sc2c1CCCC2 (stereo not drawn)	?	-12%	?	-19	-4%	-15%	3%
Cc1ccccc1NC(=O)CCC(=O)OCCCC(F)(F)C(F)(F)F	-15%	-2%	2%	74	3%	24%	1%
COc1ccc(S(=O)(=O)N2CCN(Cc3nc4ccc(C)cc4o3)CC2)cc1OC	-8%	-5%	nt	-14	2%	nt	nt
Cn1c(=NC(=O)C2CCN(S(=O)(=O)c3cccs3)CC2)sc2ccccc21	?	-18%	-1%&-7%	?	-5%&3%	-8%	1%
COc1c(NC(C)=O)c2ccccc2c2ccccc12	-14%	-6%	-3%	-3	-4%	-7%	-4%
CC1(C)CC(=O)C(C=NCCN2CCNC2=O)=C(O)C1	-20%	0%	15%	74	1%	-11%	-1%
O=C1COc2ccc(C(=O)COC(=O)COc3ccccc3[N+](=O)[O-])cc2N1	5%	-31%	-6%	0	-1%	-30%	1%
C=CCn1c(N)cc(=O)nc1SCC(=O)Nc1ccccc1C(N)=O	-7%	nt	7%	-9	-2%	-16%	1%
CC(C)(C)NC(=O)/C=N/O	4%	-5%	-4%	-29	12%	-12%	-2%
CC(=O)Nc1sc(N/N=C/c2ccccc2)nc1-c1ccc(C)cc1	-3%	8%	2%	-9	-6%	-32%	16%
Cc1ccccc1NC(=O)COC(=O)c1ccc2nc(C)c(C)nc2c1	-5%	-17%	-3%	2	0%	9%	nt
CC(=O)Nc1ccc(NC(=O)c2cc(-c3cc(C)c(C)cc3O)n[nH]2)cc1	-4%	-11%	26%	-9	4%	-1%	-1%
COc1cccc(NC(=O)CSc2nc(N)cc(N)n2)c1	1%	-2%	-7%	64	-3%	-20%	-4%
O=C(NNC1=NCCCCC1)Nc1cccc(Cl)c1	-12%	0%	-5%	121	-2%	-15%	-7%
CC(C)CN(CC(C)C)S(=O)(=O)N1CCC(C(=O)NCc2ccccn2)CC1	4%	-15%	33%[activator]	-34	-11%	62%[activator]	9%
COc1cc(CN2CCCC(C)C2)ccc1OCc1ccccc1 (stereo not drawn)	?	-22%	-16%	-20	-4%	-7%	-3%
CC(c1ccccc1F)n1cc(C(=O)NCc2ccncc2)nn1 (stereo not drawn)	-5%	37%[activator]	-15%	1	-5%	-12%	2%
C[C@H]1CN(S(=O)C(C)(C)C)[C@@H](CCO)/C1=C\CCO (stereo partly drawn)	nt	nt	4%	3	-2%	nt	nt
CC1=NN(c2ccc(C(=O)O)c(N)c2)C(=O)C1	-9%	-27%	-14%	-20	-10%	-23%	3%

Next structures
Structure	AmpC detergent	Sm TGR block	AMA1-RON2 inh	HCMV inh	Tb PYK inh	AmpC no deterg	LmPK inh
O=C(CSc1ccc2ccccc2n1)Nc1ccc(N2CCOCC2)cc1	2%	-20%	-25%	41	-1%	29%	-2%
Cc1cc(NC(=O)CCC(=O)N(Cc2ccccc2)C(C(=O)NC2CCCC2)c2ccc(C)o2)no1 (stereo not drawn)	4%	4%	8%	39	-7%	36%	-8%
Cc1ccc([N+](=O)[O-])cc1NC(=S)NC(=O)c1cccs1	-14%	-7%	-5%	54	-13%	-19%	-1%
Cc1cc(C)c(OCC(=O)Nc2nc3ccccc3[nH]2)c(C)c1	-13%	-11%	70%[activator]	20	-3%	-18%[11.4 µM]	0%
